KOR beta-arrestin-1: KOR agonists, beta-arrestin recruitment, primary screen, cell-based, luminescence, uHTS (AID 1777) | KOR beta-arrestin recruitment, luminescence; higher % means a stronger effect | activation, % at 10 µM, or EC50 in µM where a hit was titrated | hit rate 0.02% among 280,000; in the data active means activation above about 50%, passing the limit was not always enough; further: a part of the inactive calls stands beside numbers as strong as those of hits
NOD1 inhibition: NOD1 signaling inhibitors, primary screen, cell-based, luminescence, uHTS (AID 1578) | one-dose inhibition, % at 4 µM; EC50 in µM for titrated hits | hit rate 1% among 290,000 | NOD1-driven NF-kB luciferase reporter cells, luminescence; higher % means a stronger effect; in the data active means inhibition mostly above about 36%, no sharp cut-off; inactive means mostly below about 34%;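 further: HEK-293T reporter cells stimulated with the NOD1 agonist gamma-tri-DAP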
GPR55 activation: GPR55 agonists via beta-arrestin recruitment, primary screen, imaging, U2OS cells, beta-arrestin-GFP redistribution (AID 1961); hit rate 0.048% among 290,000; one-dose activation, % at 10 µM; EC50 in µM for titrated hits; U2OS GPR55 beta-arrestin-GFP redistribution imaging; higher % means a stronger effect;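 active means activation above 40% with more than 50 cells counted in the well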;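 further: U2OS osteosarcoma cells stably expressing GPR55 and beta-arrestin-GFP; plate controls were DMSO negative control for no effect and LPI positive control for full effect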
Rac1 GTP hydrolysis: MgcRacGAP GTPase-activating activity inhibitors, confirmation, biochemical, ADP Hunter fluorescence; MgcRacGAP-stimulated Rac1 GTP hydrolysis, ADP Hunter fluorescence; higher % means a stronger effect; GST-tagged Rac1 F28L mutant substrate; inhibition, % at 30 µM, or IC50 in µM where a hit was titrated; hit rate 0.6% among 340,000; AID 624330;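 active means first-screen hits whose inhibition reached a set limit at any dose in the follow-up dose series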;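 further: fluorescence reports GDP produced by GAP-driven GTP hydrolysis; strong numbers were not always called active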
Large T inhibition: SV40 large T antigen inhibitors, biochemical (AID 1903) | SV40 large T antigen ATPase/helicase inhibition assay; higher % means a stronger effect | one-dose inhibition, % at 20 µM; IC50 in µM for titrated hits | hit rate 0.39% among 310,000; in the data active means a potency from the dose series; further: strong numbers were not always called active
NOD2 inhibition: NOD2 signaling inhibitors, cell-based, luminescence, uHTS, HEK293 (AID 1566). hit rate 0.63% among 290,000. HEK293 NOD2/NF-kB luciferase reporter, luminescence; higher % means a stronger effect. one-dose inhibition, % at 4 µM; EC50 in µM for titrated hits; further: many of its hits are not listed in these tables
HIV fusion peptide: inhibitors of HIV fusion peptide binding, primary screen, biochemical, uHTS, fluorescence dequenching (AID 1986) | hit rate 0.3% among 290,000 | inhibition, % at 20 µM; hits with a dose series show IC50 in µM | cell-free peptide binding, fluorescence dequenching, 30 min; higher % means a stronger effect; in the data active means inhibition mostly above about 52%, no sharp cut-off; inactive means mostly below about 76%; further: some results filed as inactive read as strong as hits
KOR beta-arrestin-2: KOR antagonists, beta-arrestin recruitment, cell-based, luminescence, uHTS (AID 1778) | hit rate 0.091% among 290,000 | KOR beta-arrestin recruitment, luminescence, antagonist mode; higher % means a stronger effect | one-dose inhibition, % at 10 µM; IC50 in µM for titrated hits; further: strong numbers were not always called active
GPR55 antagonists: GPR55 antagonists blocking LPI-driven arrestin recruitment, primary screen, imaging, U2OS, beta-arrestin-GFP, LPI agonist (AID 2013); one-dose inhibition, % at 10 µM; IC50 in µM for titrated hits; hit rate 0.13% among 290,000; U2OS GPR55 beta-arrestin-GFP translocation imaging, LPI antagonism; higher % means a stronger effect;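 active means spots per cell inhibited over 60%, with over 100 cells counted and total cytoplasm intensity under 500,000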;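 further: U2OS cells stably carrying GPR55 and arrestin-GFP stimulated by 5 µM LPI near EC80; imaged beta-arrestin-GFP aggregate spots per cell after agonist stimulation; plate controls were LPI-stimulated DMSO wells for no effect and DMSO wells without LPI for full effect; some results filed as inactive read as strong as hits; confirmed hits need IC50 under 10 µM and bright autofluorescent wells are also inconclusive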
* marks the source's active call; other numbers are inactive results; . = no result given; [ ] = remark or other dose. Unless noted, no stated cut-off is given here; in the data, active means inhibition above about 50%; inactive means the rest. The list is partial; rates above refer to the full screens.

SMILES	KOR beta-arrestin-1	NOD1 inhibition	GPR55 activation	Rac1 GTP hydrolysis	Large T inhibition	NOD2 inhibition	HIV fusion peptide	KOR beta-arrestin-2	GPR55 antagonists
O=C(c1ccccc1)c1nc2c(n1O)CCCCC2	-1.2%	4%	-0.8%	-5%	7%	-33%	-0.9%	8%	13%
NC(=O)c1c(NC(=O)c2cccs2)sc2c1CCCCCC2	-14%	-44%	0.1%	2%	8%	14%	1.0%	-15%	-2%
O=C(C1CCN(S(=O)(=O)N2CCC3(CC2)OCCO3)CC1)N1CCOCC1	-9.2%	-1%	-0.1%	-2%	6%	9%	2.2%	20%	-4%
CCN1CCN(C(CNS(=O)(=O)c2ccccc2)c2cccnc2)CC1 (configuration not stated)	-1.0%	-33%	0.0%	-6%	7%	8%	2.0%	10%	-22%
O=C1C(Cc2ccccc2)NC(=S)N1Cc1ccccc1 (configuration not stated)	.	-26%	0.2%	-2%	25%	7%	-0.6%	-2%[20 µM]	-18%
NS(=O)(=O)c1ccc(NC(=S)NC(=O)C2CCCC2)cc1	-3.7%	-18%	-0.1%	-2%	5%	-8%	-0.4%	24%	-4%
Cc1cccc(-c2noc(CCC(=O)Nc3ccc(C(N)=O)cc3)n2)c1	3.9%	-9%	-0.1%	.	9%	-3%	3.2%	-37%	14%
Cn1c(Oc2ccccc2)c(C=O)c2ccccc21	0.5%	19%	0.3%	15%	15%	24%	-3.5%	-16%	5%
CCCCN(CCCC)CCNC(=O)CN1C(=O)CSc2ccc(S(=O)(=O)N3CCCCC3)cc21	-3.0%	-30%	-0.1%	10%	1%	-15%	-0.3%	-4%	11%
Cc1ccc(S(=O)(=O)N2CCOCC2)cc1NC(=O)COc1ccc(-c2nnco2)cc1	-3.3%	2%	-0.3%	3%	9%	7%	-0.9%	-4%	-1%
COC(=O)c1sccc1NC(=O)c1cc(-c2ccc(C)cc2C)nc2ccccc12	1.0%	46%	-0.1%	8%	-1%	-8%	-1.5%	-23%	7%
COc1cc2c(cc1OC)C(C)N(C(=O)c1c(-c3ccccc3)noc1C)CC2 (configuration not stated)	-0.7%	-1%	0.1%	8%	31%	-6%	1.2%	26%	-9%
O=C(N/N=C/c1ccccc1OCc1ccccc1Cl)c1cccnc1	1.6%	-40%	-0.3%	5%	8%	-3%	3.8%	-16%	8%
CCn1c(Cc2ccccc2)n[nH]c1=S	2.5%	2%	-1.9%	16%	11%	-5%	-1.0%	7%	-9%
OCC1(CO)COC(/C=C/c2ccccc2)=N1	-2.3%	-14%	-0.2%	7%	14%	-4%	-0.9%	-3%	-1%
O=C(NNC(=O)C1CCN(Cc2cccc(F)c2)CC1)c1cccc(Cl)c1	0.3%	-17%	0.5%	2%	3%	4%	0.4%	-47%	0%
Cc1ccccc1CSCC(=O)NC(=O)NC(C)(C)C	0.0%	-2%	-0.2%	2%	24%	8%	-0.2%	-4%	-10%
CCc1ccc(N(CC(=O)NCc2ccco2)C(=O)CCC(=O)Nc2nccs2)cc1	-4.0%	-22%	0.2%	10%	4%	7%	0.1%	-20%	8%
CC(=O)Nc1ccc(NC(=O)CS(=O)(=O)Cc2ccccc2)cc1	-3.0%	-9%	0.3%	5%	16%	11%	5.7%	6%	-4%
Cc1ccc(-c2nc(C3CCCN(S(=O)(=O)c4ccc(C(F)(F)F)cc4)C3)no2)cc1 (configuration not stated)	36%	-16%	-0.1%	10%	-3%	6%	1.0%	-51%	-7%
COc1ccc(OC)c(-c2nc3cc4ccccc4cc3nc2-c2ccccc2)c1	2.7%	-23%	0.0%	1%	-1%	3%	-2.1%	18%	10%
CCN(CC)CCNC(=O)CS(=O)Cc1nc(-c2ccccc2Cl)oc1C (configuration not stated)	-0.7%	-25%	-0.2%	9%	6%	15%	0.3%	-16%	-1%
O=C(NC1(C(F)(F)F)N=C2SCCN2C1=O)C1CCCCC1 (configuration not stated)	3.7%	-9%	-0.2%	14%	6%	0%	2.6%	-18%	10%
COc1c(C(=O)NNC(=O)c2ccccc2Cl)csc1Br	1.3%	-13%	-0.3%	3%	8%	21%	-2.3%	21%	-8%
CCC(=O)NC1=C(NC(C)c2ccccc2)C(=O)c2ccccc2C1=O (configuration not stated)	1.3%	1%	0.0%	7%	0%	9%	1.6%	-26%	4%
Fc1cccc(CSc2nc3ccncc3[nH]2)c1	-1.5%	-58%	-0.2%	7%	11%	-28%	2.9%	20%	1%
O=C(Cc1cn2ccsc2n1)Nc1nc2c(s1)CCCC2	0.0%	-10%	-0.3%	5%	-1%	-7%	1.5%	-12%	-5%
O=S(=O)(NCC1OCCc2ccccc21)c1ccc(S(=O)(=O)N2CCOCC2)cc1 (configuration not stated)	-0.8%	0%	0.2%	3%	16%	2%	-1.9%	-10%	-3%
CC1CCCCC12NC(=O)N(CC(=O)OCC(=O)c1ccc(OC(F)F)cc1OC(F)F)C2=O (configuration not stated)	15%	-28%	0.0%	6%	9%	13%	0.6%	14%	5%
Cc1cc2c(cc1S(=O)(=O)NCC(C)c1ccccc1)n(C)c(=O)c(=O)n2C (configuration not stated)	-6.1%	-7%	-0.3%	2%	.	11%	-0.6%	-21%[20 µM]	-10%
O=C(Nc1nnc(CCOCCOCCc2nnc(NC(=O)c3ccco3)s2)s1)c1ccco1	0.2%	0%	-0.2%	10%	10%	3%	1.5%	10%	-7%
Cc1cc(C)n(-c2cc(C(C)(C)C)nc3c(-c4ccc(Cl)cc4)cnn23)n1	-2.6%	23%	0.1%	5%	-1%	-5%	-0.2%	1%	8%
CCOc1cc(-c2nc3cc(C)ccn3c2NCC2CCCO2)ccc1O (configuration not stated)	1.2%	-6%	-0.2%	-45%	35%	11%	0.9%	10%	0%
COc1ccc(-c2cc(C(F)(F)F)nc(SCCC(=O)NCc3ccccc3)n2)cc1	0.9%	-34%	0.1%	18%	0%	12%	-0.1%	-21%	1%
O=C(NC1CCCCCCC1)c1cnccn1	6.5%	-37%	-0.3%	1%	-9%	-14%	2.8%	-25%	2%
O=C1N=C(N2CCOCC2)SC1=C1CCCCC1	-4.7%	-6%	-0.2%	10%	-5%	3%	-3.8%	23%	13%
O=[N+]([O-])c1ccccc1S(=O)(=O)n1nnc2ccccc21	-3.1%	7%	-0.3%	7%	7%	14%	-1.1%	-19%	5%
O=C(O)c1[nH]c2ccc([N+](=O)[O-])cc2c1-c1ccccc1	6.2%	-16%	-0.2%	-3%	16%	6%	11%	10%	-1%
O=C(/C=C/c1cccc([N+](=O)[O-])c1)N1CCN(Cc2ccc3c(c2)OCO3)CC1	-2.7%	-19%	0.1%	6%	7%	-4%	-1.6%	-9%	18%
Cc1ccc(C)c(NC(=O)C2CCCN(S(=O)(=O)c3ccc4[nH]c(=O)ccc4c3)C2)c1 (configuration not stated)	-7.5%	-1%	-0.3%	-1%	.	14%	-1.2%	-4%[20 µM]	-13%

Full records, quoted from the list. Order of screens: KOR beta-arrestin-1, NOD1 inhibition, GPR55 activation, Rac1 GTP hydrolysis, Large T inhibition, NOD2 inhibition, HIV fusion peptide, KOR beta-arrestin-2, GPR55 antagonists
Cc1cc2c(cc1S(=O)(=O)NCC(C)c1ccccc1)n(C)c(=O)c(=O)n2C (configuration not stated) in the list: -6.1%, -7%, -0.3%, 2%, ., 11%, -0.6%, -21%[20 µM], -10%
O=[N+]([O-])c1ccccc1S(=O)(=O)n1nnc2ccccc21 in the list: -3.1%, 7%, -0.3%, 7%, 7%, 14%, -1.1%, -19%, 5%
COc1ccc(OC)c(-c2nc3cc4ccccc4cc3nc2-c2ccccc2)c1 in the list: 2.7%, -23%, 0.0%, 1%, -1%, 3%, -2.1%, 18%, 10%
COc1ccc(-c2cc(C(F)(F)F)nc(SCCC(=O)NCc3ccccc3)n2)cc1 in the list: 0.9%, -34%, 0.1%, 18%, 0%, 12%, -0.1%, -21%, 1%

Going on with the list.
SMILES	KOR beta-arrestin-1	NOD1 inhibition	GPR55 activation	Rac1 GTP hydrolysis	Large T inhibition	NOD2 inhibition	HIV fusion peptide	KOR beta-arrestin-2	GPR55 antagonists
COc1ccc(-n2ncc3c(N4CCC(C)CC4)ncnc32)cc1	1.1%	-5%	-0.1%	5%	.	-98%	1.3%	3%[20 µM]	13%
Cc1ccc(S(=O)(=O)NCC(c2cccnc2)N2CCOCC2)cc1 (configuration not stated)	2.9%	-14%	-0.3%	11%	1%	3%	1.0%	-13%	5%
CCN(CC)S(=O)(=O)c1ccc(OC)c(NS(=O)(=O)Cc2ccccc2)c1	-2.3%	-41%	-0.1%	6%	6%	-2%	1.0%	-44%[20 µM]	16%
COc1cc(CN2CCCCCC2)c([N+](=O)[O-])cc1OC	1.5%	-14%	-0.2%	28%	25%	6%	-1.2%	-25%[20 µM]	-2%
Cc1ccccc1S(=O)Cc1ccc(C(=O)NCCN2CCOCC2)o1 (configuration not stated)	-0.5%	-11%	-0.1%	8%	-1%	13%	-0.6%	2%	3%
Cc1ccc2c(c1)OC(c1ccc3c(c1)OCCO3)CC2=O (configuration not stated)	-2.7%	-2%	0.0%	4%	18%	-1%	1.1%	-11%	1%
Cc1ccc(NC(=O)N2C(=O)C3(OCCO3)c3ccccc32)cc1	-4.5%	-73%	0.0%	0%	-3%	-40%	-2.2%	0%	9%
O=c1[nH]c(CSc2nnc3ccccn23)nc2ccccc12	2.5%	-3%	-0.1%	1%	6%	8%	2.7%	-30%	4%
OC(CNCc1ccccc1)(c1ccccc1)c1ccccc1	-5.5%	-11%	-0.3%	.	7%	-6%	-1.2%	9%	3%
COC(=O)C1=C(C)N(C)C(=S)NC1c1c(OC)ccc2ccccc12 (configuration not stated)	-2.7%	-10%	0.6%	5%	9%	0%	-1.1%	-31%[20 µM]	-1%
Cc1nn(-c2ccccc2)c(C)c1C(=O)OCC(=O)N(C)C1CCS(=O)(=O)C1 (configuration not stated)	-0.8%	-37%	-0.2%	4%	-3%	-8%	-0.9%	-21%	4%
Cc1ccccc1-c1nnc(SCC(=O)NC2CCCC2)o1	-1.6%	-34%	1.0%	1%	0%	-6%	0.6%	-22%	-17%
CCOC(=O)c1cc(CC)sc1/N=C/C1C(=O)CCCC1=O	-0.6%	-35%	0.1%	14%	13%	2%	-2.4%	-11%	-2%
Cc1cccc(C)c1NC(=O)CN(C)C(=O)c1ccccc1C(=O)N(C)Cc1ccccc1	3.9%	55%	-0.2%	-2%	-4%	-41%	-1.3%	-6%	1%
O=C(CNC1CCCCC1)NN=C(c1ccccc1)c1ccccc1	0.3%	-30%	0.2%	6%	5%	1%	0.8%	-38%[20 µM]	-16%
O=C(NC(c1ccccc1)c1ccccc1)c1ccc(=O)[nH]n1	-8.2%	-43%	-0.1%	.	7%	12%	1.5%	-2%	3%
Cc1ccc(S(=O)(=O)CNC(=S)c2cccc(C)c2)cc1	-3.6%	-5%	0.0%	-5%	5%	13%	4.6%	-27%	12%
O=C(NCc1csc(-c2cccs2)n1)C1CCCCC1	-0.9%	-14%	-0.1%	11%	7%	-51%	0.0%	-22%	4%

Screening results (PubChem)
